# Screens as filed in PubChem BioAssay.
# CXXC DNA block = MLL CXXC-DNA interaction inhibition | MLL-CXXC / FITC-HOXA9 DNA fluorescence polarization | AID 2662 | Potency, µM (doses to about 115 µM), without a hit: at the top dose activity change, negative = inhibition, hits mostly inhibitors | Q03164 | actives 0.037% (n = 290,000); active = well fitted inhibition curve with a large enough effect in the polarisation, with a control signal flat, not every such curve was filed as active; inconclusive = small, poorly fitted or top-dose-only effect, or effect the other way, or a change in a side signal; inactive = no such curve, though single readings can be large or run the other way; the % refers to the polarisation; also: potency is read from the fitted curve at half-maximal effect
#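 Fluorescence polarization: 7 uM MLL-CXXC (stock) preincubated 5 min with compounds, then 50 nM fluorescein-HOX-A9 DNA (stock) added; 30 min ambient. Buffer 50 mM Tris-HCl pH 7.5, 50 mM NaCl, 1 mM DTT, 0.05% BSA.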
# TSG101-PTAP inh = blocks PTAP/TSG101 interaction to inhibit HIV-1 budding | AID 493005 | Potency, µM (series often up to 115 µM), for the others: top-dose activity change, negative = inhibition, usual class: inhibitors | Fluorescence polarization, FITC-PTAP peptide / Tsg101 binding | 340,000 tested, under 10 active | Q99816; active = well fitted inhibition curve with a large enough effect in the main read-out, with a control signal flat, not every such curve was filed as active; inconclusive = small, poorly fitted or top-dose-only effect, or effect the other way, or a change in a side signal; inactive = no such curve, though single readings can be large or run the other way; also: potency is read from the fitted curve at half-maximal effect; % of control where 0% means no effect
# Target sequence (Q99816 whole entry, looked up): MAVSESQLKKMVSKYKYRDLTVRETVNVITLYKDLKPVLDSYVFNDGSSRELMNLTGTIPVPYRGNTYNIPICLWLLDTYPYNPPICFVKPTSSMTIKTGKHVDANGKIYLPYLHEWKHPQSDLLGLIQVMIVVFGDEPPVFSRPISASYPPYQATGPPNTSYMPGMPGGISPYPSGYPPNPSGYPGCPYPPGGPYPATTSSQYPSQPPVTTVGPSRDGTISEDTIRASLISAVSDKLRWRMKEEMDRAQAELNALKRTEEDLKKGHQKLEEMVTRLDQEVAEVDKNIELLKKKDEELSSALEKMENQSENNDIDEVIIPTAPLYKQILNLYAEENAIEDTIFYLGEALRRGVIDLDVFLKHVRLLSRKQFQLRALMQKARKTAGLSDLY
#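 Fluorescence anisotropy tracks displacement of a FITC-tagged PTAP peptide (50 nM) from the Tsg101 binding domain (10 uM), following a 20 min room-temperature incubation at pH 7.5.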
# Integrin act MD = activates integrin-mediated alleviation for muscular dystrophy | Potency, µM (highest dose often 38.3 µM), for the others: at the highest dose activation, usual class: activators | alpha7betagal myoblasts, beta-gal FDG fluorescence, 48 h | actives 0.064% (n = 350,000) | AID 624291;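 also: potency is read from the fitted curve at half-maximal effect; 100% = response of the positive control SU9516; nearly all actives have a fitted effect of over 60% in size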
#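 alpha7betagal+/- myoblasts (passage 13, 250/well) treated 48 h at 37C with compounds at 1:260 dilution of DMSO stock. Lysed, then beta-galactosidase activity read as FDG fluorescence (ex 480/em 540) after 30 min, with pre-read for autofluorescence.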
# TCR activator = T cell receptor activation; primary human leukocytes, anti-CD3, IL-2 HTRF, 48 h; Potency, µM (highest dose often 9.22 µM), for inactives: at the top dose activation of IL-2 secretion, most hits filed as activators; 330,000 tested, under 10 active; AID 504894; also: % of control where 0% means no effect
#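 IL-2 produced over 48 hr by a-CD3 bead-stimulated primary human leukocytes exposed to compounds was detected with a homogeneous time-resolved FRET immunoassay, 665nm acceptor signal after 320nm excitation.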
# AT treatment = potential ataxia-telangiectasia treatments restoring KAP-1 phosphorylation; […] A-T fibroblasts, KAP-1 phosphorylation AlphaLISA; neocarzinostatin DNA damage 30 min before lysis; actives 0.19% (n = 320,000); Potency, µM (doses to about 57.5 µM), for the others: top-dose activation, actives largely listed as activators; also: potency is read from the fitted curve at half-maximal effect; % of control where 0% means no effect; nearly all actives have a fitted effect of over 45% in size
#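 ATM-like activity read as KAP-1 phosphorylation via AlphaLISA donor/acceptor antibody pairs after lysis and 6 hr at 25C. Cells were ATM-null patient fibroblasts ([…], hTERT), dosed 60 min, then exposed to the DSB inducer NCS for 30 min.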
# ELG1 DNA repair = ELG1-dependent DNA repair inhibition; AID 504467; HEK293T ELG1-luciferase reporter, luminescence, 16 h; DNA damage induced by 5-fluorouridine; actives 2.3% (n = 330,000); Potency, µM (titrated, usually from 46.1 µM), without a hit: at the highest dose activity change, negative = inhibition, usual class: inhibitors; also: potency is read from the fitted curve at half-maximal effect; % is scaled to controls: 0 for no effect and ±100 for the full control effect; nearly all actives have a fitted effect of over 55% in size
#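 DMSO vehicle served as the neutral condition. Each well held 2,000 cells given 5-fluorouridine plus compound; after 16 hr at 37 °C/5% CO2, ONE-Glo was added and luciferase measured 30 min later.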
# TRPV1 agonist = agonists of human vanilloid receptor 1 (TRPV1); TRPV1-expressing cells, Fluo-8 calcium influx, agonist mode; actives 0.19% (n = 320,000); Q8NER1; AID 540275; activation, % at 8.33 µM; in the data active = activation above about 80%; inconclusive = between about 30% and that limit; also: 0% is about no effect
#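 TRPV1-expressing cells were cultured overnight at 35.5C and loaded with Fluo-8 calcium dye for 40 to 90 min at room temperature. After a 10 s baseline, compound was added and calcium influx was read kinetically for 3 min (ex 480/em 520 nm).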
# B2AR arrestin = beta2AR (human) beta-arrestin recruitment activity; beta-arrestin recruitment to beta2AR, cell-based reporter; Potency, µM (series often up to 46.1 µM), for the others: at the top dose activation, usual class: activators; P07550; actives 0.02% (n = 330,000);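 also: potency is read from the fitted curve at half-maximal effect; 0% = DMSO controls and full agonism = EC100 isoproterenol or metaproterenol; nearly all actives have a fitted effect of over 65% in size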
# Target sequence (P07550 whole entry, looked up): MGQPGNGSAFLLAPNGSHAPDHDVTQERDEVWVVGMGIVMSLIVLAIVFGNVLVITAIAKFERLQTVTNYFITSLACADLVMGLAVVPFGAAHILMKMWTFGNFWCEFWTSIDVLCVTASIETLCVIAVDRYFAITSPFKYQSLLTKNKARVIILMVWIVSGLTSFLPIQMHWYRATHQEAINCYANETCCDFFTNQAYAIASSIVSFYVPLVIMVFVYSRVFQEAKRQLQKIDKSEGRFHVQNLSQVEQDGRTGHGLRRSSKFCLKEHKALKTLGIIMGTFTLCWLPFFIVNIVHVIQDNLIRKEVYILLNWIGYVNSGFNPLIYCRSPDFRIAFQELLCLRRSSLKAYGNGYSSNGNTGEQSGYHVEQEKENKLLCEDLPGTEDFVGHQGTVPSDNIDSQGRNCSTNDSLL
# p53 reactivator = mutant p53 re-activation in reporter cells; actives 0.063% (n = 320,000); H1299 p53-A138V BP100-luciferase reporter, luminescence, 24 h; Potency, µM (series often up to 92.2 µM), without a hit: at the highest dose activity change, positive = activation, usual class: activators; also: potency is read from the fitted curve at half-maximal effect; % of control where 0% means no effect; nearly all actives have a fitted effect of over 45% in size
#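 p53-null H1299 cells stably carrying temperature-sensitive p53-A138V and a BP100-luciferase reporter were pinned with compounds (4-point, 1:5 series) and held 24 hrs at 37 deg C. Luminescence was read 10 min after detection reagent.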
# BRCA1 expr up = BRCA1 expression activation. MCF7-BRCA1-FFLuc reporter, luminescence, 48 h; response scale: scaled: vehicle 0%, 10 µM genistein 100%. Potency, µM (series often up to 46.1 µM), inactives show top-dose activation, most hits filed as activators. actives 1.1% (n = 380,000); also: potency is read from the fitted curve at half-maximal effect; nearly all actives have a fitted effect of over 80% in size; some results filed as inactive show a strong effect at the top dose
#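 Reporter cells (MCF7, BRCA1 promoter-firefly luciferase) received library compounds across a concentration series for 48 h. End-point luminescence was measured and concentration-effect curves derived after normalization.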
# The depositor's hits bear a star; ? = inconclusive; . = not tested or not shown; [ ] = dose if it differs, or a comment. Unless noted, calls follow the shape of the dose curve; as a rule, active = well fitted curve in the direction sought with a large enough effect; inconclusive = small, poorly fitted or top-dose-only effect, or another doubt; inactive = no such curve, though single readings can be large; an effect the other way counts as inactive or inconclusive.
SMILES	CXXC DNA block	TSG101-PTAP inh	Integrin act MD	TCR activator	AT treatment	ELG1 DNA repair	TRPV1 agonist	B2AR arrestin	p53 reactivator	BRCA1 expr up
O=C(O)c1cccc2c1-c1ccc(Cl)cc1C2	.	-3%	32%	2%	.	.	.	.	.	-4%
O=C(CCOc1ccccc1)Nc1ccccc1F	15%	-4%	?	-8%	-6%	?	17	0.2%	15%	1%
O=[N+]([O-])c1cccc2ccc(/C=C/c3ccc(F)cc3)nc12	2%	-3%	-41%	1%[46.1 µM]	-2%	?	-1	7.9%	?	-60%
COc1ccccc1N1C(=O)C2C3C=CC(C3)C2C1=O (configuration not stated)	4%	-1%	18%	5%	-8%	6%	-2	0.0%	4%	-13%
COC(=O)c1nn(-c2cccc(C(F)(F)F)c2)ccc1=O	-7%	-2%	6%	-17%	7%	0%	2	0.1%	-7%	-1%
Cc1ccccc1-c1nc2ccccc2[nH]1	7%	-6%	0%	-6%[46.1 µM]	1%	?	14	-0.1%	?	?
COc1ccccc1C(=O)NNS(=O)(=O)c1ccc(F)cc1	-10%	-2%	19%	-6%	-1%	-3%	-2	-0.1%	9%	-28%
CN1CCN(C(=O)Nc2ccc([N+](=O)[O-])cc2)CC1	10%	-6%	?	-3%	-4%	-11%	1	-1.1%	2%	52%
CC(C)[C@H](NC(=O)c1c(F)cccc1F)C(=O)OCC(=O)NC(=O)NC1CCCC1	5%	-6%	6%	5%	15%	7%	5	7.6%	-2%	-5%
CCC1CCCCN1C(=O)CSc1nnc(CNC(=O)c2c(F)cccc2Cl)o1 (configuration not stated)	-9%	4%	?	-2%	10%	-8%	8	-0.1%	-3%	4%
CCN1C(=O)[C@H]2[C@@H](c3ccc(C)cc3)N3C(=O)N(c4cccc(Br)c4)C(=O)[C@@]3(C)[C@H]2C1=O	.	0%	7%	2%	.	.	.	.	.	-21%
CCC1=C(OC(=O)N(CC)CC)N2C(=O)OC(=NCCc3c[nH]c4ccccc34)[C@]2(Cc2ccccc2)[C@H]2C1=CC[C@H]1C(=O)N(C)C(=O)[C@H]12	8%	1%	-18%	6%	-23%	-5%	2	-0.7%	1%	-39%
O=C(NCCO)/C(=C\c1cccs1)NC(=O)c1cccs1	-5%	-10%	-5%	1%[46.1 µM]	5%	8%	-3	-0.7%	0%	4%
NC(=O)c1ccccc1OCc1nc2ccccc2s1	4%	1%	6%	1%	12%	?	1	0.4%	?	50%
COc1ccc(Oc2coc3cc(OC(=O)c4cncc(Br)c4)ccc3c2=O)cc1	17%	-5%	26%	1%	-2%	?	-2	-0.4%	12%	16%
C=CCNc1nc(Cl)nc(Nc2ccc(OC)cc2OC)n1	-5%	-1%	20%	.	9%	6%	-3	0.1%	-3%	-16%
COC(=O)c1ccccc1NC(=O)CCc1ccccc1	2%	-2%	0%	-2%[46.1 µM]	13%	2%	5	-0.5%	-2%	-14%
CCC(Oc1ccccc1F)C(=O)NCCN1CCOCC1 (configuration not stated)	-12%	2%	8%	5%	2%	-3%	0	0.1%	-2%	-7%
COc1ccccc1-n1c(C)cc(/C=C2\C(=N)N3N=C(CC(=O)N4CCOCC4)SC3=NC2=O)c1C	-6%	1%	5%	-1%	-13%	-6%	-4	-0.2%	-2%	-4%
CCC(C(=O)OCc1csc(CC(=O)Nc2ccccc2C)n1)c1ccccc1 (configuration not stated)	.	2%	-25%	-5%	21%	-19%	?	0.0%	9%	-3%
CCOc1ccccc1N1CCN(C(=O)CCNS(=O)(=O)c2ccccc2F)CC1	.	4%	-3%	-1%	.	15%	-8	0.2%	-3%	-28%
CC1CC1C(=O)OCC(=O)NC(=O)c1ccc(C(C)(C)C)cc1 (configuration not stated)	.	-5%	25%	0%[46.1 µM]	6%	?	.	-0.3%	2%	5%
COc1ccnc2c1c(=O)n(Cc1c(F)cccc1Cl)c(=O)n2C	-1%	-4%	30%	3%	3%	13%	8	0.5%	3%	14%
O=C(NC(=S)Nc1ccc2oc(-c3ccncc3)nc2c1)c1ccccc1F	1%	1%	3%	-8%	0%	11%	-2	0.0%	-1%	-2%
Cc1cc(C)c(S(=O)(=O)N2CCC(C(=O)NCc3ccc(Cl)cc3Cl)CC2)c(C)c1	2%	2%	10%	2%	.	?	-2	0.0%	1%	-65%
Cc1cc(C)nc(SCc2ccc(C(=O)N/N=C/c3cccc(O)c3O)cc2)n1	15%	1%	-11%	-1%[46.1 µM]	-2%	-13%	2	-0.9%	?	-61%
COC(=O)c1cccc(NS(=O)(=O)c2ccc(OC)c(C(=O)N3CCOCC3)c2)c1C	1%	1%	11%	-5%	-5%	-2%	1	0.6%	6%	4%
CCCn1c(=N)n(CC(=O)c2ccc(OCC(=O)OC)cc2)c2ccccc21	.	-2%	-31%	1%	.	.	.	.	.	-74%
Cc1ccccc1C(=O)c1cccn1CC(=O)NCCC1=CCCCC1	-6%	0%	-18%	-2%	8%	11%	?	0.1%	11%	18%
O=S(=O)(c1ccccc1Cl)N1CCCC(c2nc(-c3cccnc3)no2)C1 (configuration not stated)	-1%	.	19%	.	6%	-28%	14	-0.8%	1%	1%

# Five structures from above, arranged by heavy-atom count, largest number first.
SMILES	CXXC DNA block	TSG101-PTAP inh	Integrin act MD	TCR activator	AT treatment	ELG1 DNA repair	TRPV1 agonist	B2AR arrestin	p53 reactivator	BRCA1 expr up
CCC1=C(OC(=O)N(CC)CC)N2C(=O)OC(=NCCc3c[nH]c4ccccc34)[C@]2(Cc2ccccc2)[C@H]2C1=CC[C@H]1C(=O)N(C)C(=O)[C@H]12	8%	1%	-18%	6%	-23%	-5%	2	-0.7%	1%	-39%
COc1ccccc1-n1c(C)cc(/C=C2\C(=N)N3N=C(CC(=O)N4CCOCC4)SC3=NC2=O)c1C	-6%	1%	5%	-1%	-13%	-6%	-4	-0.2%	-2%	-4%
CC(C)[C@H](NC(=O)c1c(F)cccc1F)C(=O)OCC(=O)NC(=O)NC1CCCC1	5%	-6%	6%	5%	15%	7%	5	7.6%	-2%	-5%
COc1ccnc2c1c(=O)n(Cc1c(F)cccc1Cl)c(=O)n2C	-1%	-4%	30%	3%	3%	13%	8	0.5%	3%	14%
COc1ccccc1C(=O)NNS(=O)(=O)c1ccc(F)cc1	-10%	-2%	19%	-6%	-1%	-3%	-2	-0.1%	9%	-28%

# The listing picks up, repeating the three entries before the break.
SMILES	CXXC DNA block	TSG101-PTAP inh	Integrin act MD	TCR activator	AT treatment	ELG1 DNA repair	TRPV1 agonist	B2AR arrestin	p53 reactivator	BRCA1 expr up
CCCn1c(=N)n(CC(=O)c2ccc(OCC(=O)OC)cc2)c2ccccc21	.	-2%	-31%	1%	.	.	.	.	.	-74%
Cc1ccccc1C(=O)c1cccn1CC(=O)NCCC1=CCCCC1	-6%	0%	-18%	-2%	8%	11%	?	0.1%	11%	18%
O=S(=O)(c1ccccc1Cl)N1CCCC(c2nc(-c3cccnc3)no2)C1 (configuration not stated)	-1%	.	19%	.	6%	-28%	14	-0.8%	1%	1%
CN1CCN(S(=O)(=O)c2ccc(N3CCN(S(=O)(=O)/C=C/c4ccccc4)CC3)nc2)CC1	-4%	-2%	-45%	-4%	-1%	-4%	0	-0.1%	9%	-23%
CCOC(=O)C1CCCN(C(=O)c2ccc3c(c2)OCCO3)C1 (configuration not stated)	.	0%	-16%	4%	6%	27%	0	-1.3%	1%	-1%
COC(=O)c1cc(C(=O)c2ccc(Cl)cc2Cl)cn1C	-8%	-4%	8%	1%	-2%	7%	8	-0.6%	6%	15%
COc1cc(OC)cc(C2=NC3(CCC(C)CC3)NC2=S)c1 (configuration not stated)	1%	-5%	?	3%	-1%	?	2	0.3%	7%	-17%
CN(CC(=O)Nc1ccccc1Cl)C(=O)COC(=O)/C=C/c1ccccc1	.	-5%	-26%	-3%	-1%	7%	13	0.1%	0%	-13%
COC(=O)c1ccc(N2CCN(S(=O)(=O)c3ccc(Br)cc3)CC2)c([N+](=O)[O-])c1	10%	-7%	-40%	-1%	-4%	-19%	-9	0.0%	7%	-1%
COc1cc(C#N)ccc1OCC(=O)c1ccc2c(c1)OCCO2	3%	0%	0%[7.66 µM]	.	-14%	11%	3	0.3%	-2%	-2%
COC(=O)CC1COc2ccccc2N1S(=O)(=O)c1ccc(Br)cc1 (configuration not stated)	-4%	4%	-6%	-2%	6%	-17%	3	0.4%	2%	10%
Cc1nnsc1Sc1ccccc1C(=O)O	-10%	-2%	-23%	-3%	4%	0%	-1	0.1%	2%	-15%

# An unsorted share of the library. Share with any hit: about 3.8%.
